High-throughput results (PubChem BioAssay)
LANA DNA inh: inhibitors of KSHV C-LANA binding to DNA, primary screen, biochemical, fluorescence polarization, FAM-LBS DNA, MBP-C-LANA, single point | actives 0.078% (n = 340,000) | Kaposi's sarcoma herpesvirus LANA C-terminal domain (residues 932-1162) DNA binding | inhibition, % at 9 µM | AID 504423, 2011;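 active = highest replicate inhibition at or above 60% at 9 µM, even if other replicates fall short; inactive = all replicates below 60% inhibition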;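 also: 0% = neutral control wells and 100% = 4 µM acridine orange control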
PfHsp90 set2: growth inhibition of PfHsp90-expressing yeast, primary screen, antimalarial PfHsp90 inhibitor project, S. cerevisiae, BacTiter-Glo luminescence, single point, set 2; actives 0.32% (n = 310,000); BacTiter-Glo ATP, 48 h; yeast lacking PDR1 and PDR3 efflux regulators; inhibition, % at 9.4 µM;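 active = every replicate shows inhibition above about 80%, whatever the replicate mean, limit read from the data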;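 also: 0% = DMSO neutral controls and 100% = 20 µM radicicol positive controls; yeast relying on Plasmodium falciparum Hsp90 in place of its own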
RTF Ca sens act: cardiac RTF calcium sensitivity activators, primary screen, biochemical, IANBD-TnC fluorescence, EC20 calcium. Troponin I, cardiac muscle (Homo sapiens) + Troponin T, cardiac muscle (Homo sapiens) + …. IANBD-labeled TnC RTF fluorescence at EC20 calcium; 0% EC20 calcium, 100% full calcium. activation, % at 7.2 µM. actives 0.24% (n = 340,000). AID 493008, 2010;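 active = activation above the mean over all tested compounds plus 3 SD, cut at about 30% in these data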;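 also: rise in fluorescence read as greater calcium sensitivity of cardiac thin filaments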
Rtt109 HAT inh: inhibitors of C. albicans Rtt109/Vps75 HAT, primary screen, biochemical, ThioGlo CoA-SH fluorescence, plate reader; Histone acetyltransferase RTT109 (Candida albicans (strain SC5314 / ATCC MYA-2876)), …; purified Rtt109/Vps75, 4 h; actives 0.16% (n = 330,000); inhibition, % at 34.9 µM; AID 540336, 2011;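 active = inhibition of at least 50% in every replicate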
CDK5 inh: inhibitors of human CDK5/p35 kinase, primary screen, biochemical, single concentration; Recombinant CDK5/p35, ADP-Glo luminescence, 60 min; AID 488839, 2010; Cyclin-dependent kinase 5 (Homo sapiens) + Cyclin-dependent kinase 5 activator 1 (Homo …; actives 0.01% (n = 330,000); inhibition, % at 10 µM;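 active = highest replicate inhibition of at least 50% and at least 75% of replicates reaching 50%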;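 also: plate controls were DMSO neutral control for no effect and GW8510 at 10 µM for full effect; many of its hits are not listed in these tables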
PvdQ acylase: P. aeruginosa PvdQ acylase inhibitors, primary screen, biochemical, fluorescence, plate reader and imaging, single point; PvdQ acylase [Pseudomonas aeruginosa LESB58]; purified PvdQ acylase; inhibition, % at 10 µM; actives 0.063% (n = 340,000); AID 488965, 2010; in the data active = inhibition above about 30%, passing the limit was not always enough;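 also: 0% = vehicle neutral wells and 100% = reference inhibitor wells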
dFosB activator: activators of delta FosB homodimer, primary screen, biochemical, fluorescence polarization, TAMRA-CDK5 oligo, single point; activation, % at 25 µM; Protein FosB (Mus musculus), P13346; actives 0.99% (n = 340,000); purified delta FosB; percent of positive-control signal above neutral wells;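 active = mean activation above about 17%, with every replicate also reaching it, limit read from the data, passing the limit was not always enough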;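 also: fluorescence polarization rise as delta FosB binds a TAMRA Cdk5 AP-1 oligo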
Target sequence (P13346 whole entry, looked up): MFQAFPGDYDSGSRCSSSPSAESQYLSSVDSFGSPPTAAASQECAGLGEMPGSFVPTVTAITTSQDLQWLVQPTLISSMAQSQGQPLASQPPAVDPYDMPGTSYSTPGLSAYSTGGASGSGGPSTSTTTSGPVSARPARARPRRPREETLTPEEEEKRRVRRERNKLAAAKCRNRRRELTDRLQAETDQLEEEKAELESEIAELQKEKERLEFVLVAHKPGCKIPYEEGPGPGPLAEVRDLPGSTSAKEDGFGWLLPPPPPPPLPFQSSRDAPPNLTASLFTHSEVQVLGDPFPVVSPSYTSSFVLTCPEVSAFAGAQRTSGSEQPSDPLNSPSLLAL
RTF Ca sens inh: cardiac RTF calcium sensitivity inhibitors, primary screen, biochemical, IANBD-TnC fluorescence, EC70 calcium; Troponin I, cardiac muscle (Homo sapiens) + Troponin T, cardiac muscle (Homo sapiens) + …; IANBD-labeled cardiac RTF, Ca2+ fluorescence; inhibition, % at 7.15 µM; actives 0.12% (n = 340,000); AID 493244, 2011;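 active = inhibition above the mean inhibition of all tested compounds plus 3 SD, cut at about 17% in these data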;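 also: assay run at fixed EC70 calcium of 1.6 mM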
Keap1 Nrf2 FP: Keap1-Nrf2 protein-protein interaction inhibitors, primary screen, biochemical, fluorescence polarization, single point; Keap1 Kelch-Nrf2 peptide fluorescence polarization, 1536-well; inhibition, % at 9.4 µM; Kelch-like ECH-associated protein 1 (Homo sapiens), Q14145; actives 0.15% (n = 340,000); in the data active = inhibition above about 12%;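 also: human Keap1 Kelch domain with fluorescein labeled Nrf2 9mer peptide probe; 0% = neutral control wells and 100% = peptide positive control; higher means more block of Keap1 binding to Nrf2 peptide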
Target sequence (Q14145 whole entry, looked up, the tested form may be a part): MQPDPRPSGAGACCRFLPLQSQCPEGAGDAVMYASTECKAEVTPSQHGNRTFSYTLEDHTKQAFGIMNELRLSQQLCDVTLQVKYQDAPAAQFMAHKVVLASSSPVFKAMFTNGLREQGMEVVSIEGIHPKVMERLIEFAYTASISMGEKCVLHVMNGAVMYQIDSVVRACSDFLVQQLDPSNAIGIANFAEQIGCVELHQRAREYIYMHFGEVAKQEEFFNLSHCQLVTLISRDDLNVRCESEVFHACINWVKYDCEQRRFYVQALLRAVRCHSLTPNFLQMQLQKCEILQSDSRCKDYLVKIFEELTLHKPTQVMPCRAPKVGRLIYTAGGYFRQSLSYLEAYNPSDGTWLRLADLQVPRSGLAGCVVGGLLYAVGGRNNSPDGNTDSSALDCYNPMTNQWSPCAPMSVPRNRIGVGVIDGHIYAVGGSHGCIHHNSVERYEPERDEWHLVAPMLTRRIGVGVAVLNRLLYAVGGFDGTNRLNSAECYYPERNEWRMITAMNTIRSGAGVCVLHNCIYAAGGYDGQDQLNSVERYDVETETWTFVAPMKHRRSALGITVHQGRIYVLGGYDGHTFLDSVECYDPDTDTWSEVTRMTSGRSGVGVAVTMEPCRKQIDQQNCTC
NSD2 inh: NSD2 histone methyltransferase inhibitors, primary screen, biochemical, AlphaScreen, single concentration, set 2; NSD2 peptide methylation, 120 min; inhibition, % at 12.5 µM; actives 0.54% (n = 310,000); in the data active = inhibition above about 50%
SUMO Mot1 rescue: yeast Mot1-301 growth rescue at high temperature, primary screen, SUMOylation pathway inhibitor project, S. cerevisiae, ATP luminescence, 38.5C. actives 1% (n = 320,000). S. cerevisiae Mot1-301 growth rescue; percent above DMSO median, 100 means doubled. growth rescue, % at 18.8 µM;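 active = every valid replicate shows activation above 250% relative to neutral control wells; inactive = the rest, any valid replicate at or below 250%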;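 also: OY570 slx delta 5 strain wells were the positive control but not used for scaling; some compounds called inactive have numbers as strong as hits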
* = called active by the depositor; nt = not tested or not shown.

SMILES	LANA DNA inh	PfHsp90 set2	RTF Ca sens act	Rtt109 HAT inh	CDK5 inh	PvdQ acylase	dFosB activator	RTF Ca sens inh	Keap1 Nrf2 FP	NSD2 inh	SUMO Mot1 rescue
NC(=O)c1cccc(C(N)=O)n1	0.6	19	6	-16	-1.3	-10	0	-2	2	-2	-11
Cc1cnc(C(=O)Nc2nccs2)cn1	-1.5	4	2	1	1.9	1	-2	-14	0	-2	62
CC(C)(C)C1CCc2c(sc(NC(=O)CSc3ncn[nH]3)c2C#N)C1 (stereo not given)	-1.1	7	0	2	-1.3	-32	-8	-7	1	4	87
C=CCN1CCN(C(c2ccc(OC)c(OC)c2)c2nnnn2C(C)(C)C)CC1 (stereo not given)	2.0	nt	-4	16	1.4	3	-4	-10	-3	0	nt
Oc1c(C(c2ccccn2)N2CCOCC2)ccc2cccnc12 (stereo not given)	1.1	-35	-11	52*	3.4	-14	-11	-4	-24	nt	-23
O=C(C1=C(O)C(=O)N(CCOCCO)C1c1ccccn1)c1cccs1 (stereo not given)	1.2	4	-5	6	0.2	-4	6	-4	6	1	-4
COc1ccc(NC(=O)c2cccs2)cc1O	-0.8	17	-6	-6	2.5	-8	0	4	-1	-1	6
CCCCCOc1ccc(C2C(C(=O)c3ccc(C)o3)=C(O)C(=O)N2c2cc(C)on2)cc1 (stereo not given)	0.4	14	0	-19	0.7	-16	-2	2	-5	1	0
O=C(CCS(=O)(=O)c1ccc(Br)s1)NCc1ccccc1	1.1	61	-1	0	-0.1	-20	3	-10	-4	-2	737*
O=C(C[C@H]1C[C@H](C(=O)N2CCOCC2)[C@@]2(CCC3CCCC3)c3[nH]c4ccc(Cl)cc4c3CCN2C1=O)NCCN1CCOCC1	-0.9	24	-1	-3	-6.7	-5	0	-4	-1	nt	nt
COc1ccc(OCCCC(=O)N2CCN(S(=O)(=O)c3cccc(F)c3)CC2)cc1	1.6	-5	-1	-5	3.4	-16	-8	-6	-1	-3	63
Cc1cc(C(F)F)n2nc(C(=O)Nc3sc4c(c3C(N)=O)CCC4)nc2n1	-0.6	-28	-6	-12	0.3	-8	-4	-4	-2	-2	66
NC(=O)c1ccc(OCC(F)(F)F)nc1	-1.0	-10	1	-13	0.6	-8	-2	-2	-4	2	3
O=C(COc1ccc(Cl)cc1)Nc1ncc([N+](=O)[O-])s1	-0.9	-7	2	3	-0.6	-8	-1	-15	1	-1	nt
O=C(Nc1cccnc1)c1cc2c(s1)-c1ccccc1OC2	0.1	10	-5	-9	-0.9	-27	0	-1	-7	-7	4
CC(C)[C@H]1COCCS(=O)(=O)N1Cc1ccccc1-c1ccccc1	0.8	10	-4	7	-4.1	-8	-6	-7	0	nt	nt
CC(NC(=O)Cc1ccc(Br)cc1)c1ccccc1 (stereo not given)	1.2	7	-7	-2	-0.6	6	0	-4	0	11	2
CCOc1ccccc1N1CCN(C(=O)c2cc3ccccc3cc2OC)CC1	-0.8	-9	-13	22	-0.9	-14	-9	-8	-5	3	nt
COc1cccc(C2CC(C(F)(F)F)n3ncc(C(=O)NCc4ccco4)c3N2)c1 (stereo not given)	-1.3	14	3	17	1.4	-8	-12	-9	-2	-1	3
CCOC(=O)N1CCN(Cc2nc3c(c(=O)n(C)c(=O)n3C)n2CCC(C)C)CC1	-1.7	16	-1	5	2.0	1	-6	2	-1	nt	197
CC(=O)NC(Cc1ccc(F)c(F)c1)C(=O)NC1CCN(c2c(Cc3ccccc3)c(C)nc3ncnn23)CC1 (stereo not given)	-1.3	-8	2	1	2.6	6	-11	-8	-6	0	-8
CCCCC(=O)Nc1cc([N+](=O)[O-])ccc1F	2.9	-8	4	14	-1.2	-8	1	-2	-1	0	3
COc1cccc(Cn2c(NCC(C)C)nc3c2c(=O)n(C)c(=O)n3C)c1	0.4	nt	8	5	-0.7	-16	-11	-6	-4	1	118
O=[N+]([O-])c1ccc(COc2ccc(CN3CCCC3)cc2)cc1	-0.2	-6	-8	12	-4.7	-21	3	-10	-3	nt	nt
CCOC(=O)C1C(=O)C=C(/C=C/c2ccc(N(C)C)cc2)CC1c1ccccc1 (stereo not given)	-1.4	-2	108*	-2	-3.0	-15	-6	-214	-2	-1	-18
CCOC(=O)C1CCN(C(=O)C(CC)c2ccccc2)CC1 (stereo not given)	-2.3	-10	-5	2	0.7	-8	3	5	-5	0	-12
CC1CCCC(C)N1C(=O)CSc1nnc(CSc2ncccn2)n1C (stereo not given)	-0.7	nt	-4	-1	-0.3	-11	-6	-1	-2	0	-15
CCCCn1c(SCC(=O)Nc2cc(C)on2)nc2c1c(=O)n(C)c(=O)n2C	-0.6	-7	3	-11	1.0	-19	-6	-8	-2	-1	-22
O=C(Nc1ccccc1N1CCN(C(=O)c2ccc(Cl)cc2)CC1)c1cc(Br)ccc1Cl	1.0	1	-2	27	-0.4	8	-11	-4	-1	8	24
CCOc1ccc(C(=O)NCc2ccncc2)cc1	-0.6	-9	-6	-3	2.3	11	4	-8	-3	-1	-18
CSc1nc(-c2ccc(Cl)cc2)c(C#N)c(=O)n1C	0.5	-53	-1	-3	0.6	-11	-4	-4	3	nt	1
O=[N+]([O-])c1cc(Br)c(OCc2nnc(-c3ccccc3)o2)c(Br)c1	2.3	15	5	-4	-0.7	-9	1	-14	7	0	3
COCCN=c1scc(-c2cc(OC)c(OC)c(OC)c2)n1/N=C/c1c(C)[nH]c2ccccc12	-1.6	0	18	3	-1.0	-4	-9	-14	-2	3	-11
CC(=O)c1cc(C(=O)NC2CCCc3c2cnn3-c2cc(C)cc(C)c2)[nH]n1 (stereo not given)	-0.7	8	2	19	-0.9	-4	0	2	5	-1	1
Cn1c(-c2ccccc2)cnc1NCc1ccc(F)cc1	-1.3	-11	0	0	-0.8	-11	-3	-8	0	4	nt
CC(=O)Nc1ccccc1-c1ccccc1[N+](=O)[O-]	0.4	-48	-4	-13	-2.5	-17	3	-4	-5	-5	nt
CCC(C)N(C(=O)c1csnn1)C(C(=O)NC1CCCC1)c1ccccc1F (stereo not given)	1.6	-18	-4	-4	1.8	-10	-9	-8	-6	-2	-12
O=C(CCNC(=O)C1CCN(S(=O)(=O)c2ccccc2)CC1)Nc1ccccc1	-0.2	-32	-2	-4	0.8	-11	-4	-8	-4	11	-8
N#Cc1c(-c2ccc(Cl)cc2)c2c([nH]c1=S)CCCC2	-1.4	-34	0	23	2.3	-2	4	-6	0	7	-3
CC(C)(C)OC(=O)N1CCC(C(=O)Nc2ccc(C(=O)N3CCCCC3)cc2)CC1	-1.1	15	-6	-5	1.5	-1	-9	9	5	nt	nt
CCOC(=O)c1cc(NC(=O)CCC(=O)O)ccc1N1CCCCC1	-2.9	12	-2	9	5.1	-8	4	-5	1	nt	16
CCOc1ccc(Cn2nnc(C(=O)NCCc3ccc(Cl)cc3)c2N)cc1	0.6	-23	-14	-5	1.5	2	1	-5	1	nt	14
Cc1ccc(NCC(=O)N/N=C/c2ccc(-c3cccc(C(F)(F)F)c3)o2)cc1	-0.2	20	3	0	nt	7	-14	2	2	-4	7
Cc1ccc(-c2nn(-c3ccc(F)cc3)cc2C(=O)NCC(c2cccs2)N2CCOCC2)cc1 (stereo not given)	0.0	-10	-12	-6	0.1	0	-4	1	0	0	-3
O=C(COC(=O)c1cc2ccccc2oc1=O)Nc1ccc(F)cc1F	0.3	5	-2	-5	1.6	-12	13	-8	0	nt	-10
CCCC(=O)c1ccc(N2CCN(C(=O)OCC)CC2)c(F)c1	-1.0	-14	0	7	2.1	-2	1	2	-1	1	214
CCOc1ccc(NC(=O)c2cccc(-n3cccc3)c2)cc1S(=O)(=O)N1CCOCC1	1.6	19	-17	3	0.0	-8	-16	8	-12	11	8
Cc1ccc(C(NC(=O)c2ccccc2)C(Cl)Cl)cc1 (stereo not given)	0.8	-23	-1	-1	-0.1	-6	-6	1	-1	-4	20
CCN1CCN(Cc2nc3c(c(=O)[nH]c(=O)n3C)n2Cc2ccccc2Cl)CC1	0.8	-7	-1	2	-1.4	-13	1	-3	-5	nt	-19
COc1cc(-c2nc(CCNC(=O)c3ccco3)cs2)cc(OC)c1OC	-0.8	1	0	-1	0.5	8	-8	2	1	-1	9

Next part.
SMILES	LANA DNA inh	PfHsp90 set2	RTF Ca sens act	Rtt109 HAT inh	CDK5 inh	PvdQ acylase	dFosB activator	RTF Ca sens inh	Keap1 Nrf2 FP	NSD2 inh	SUMO Mot1 rescue
Cc1cc(S(=O)(=O)N2CCOCC2)ccc1OCC(=O)NCCN1CCOCC1	0.9	4	-2	-14	-0.1	-17	-2	9	-6	-7	-9
COc1ccc(S(=O)(=O)Nc2ccc3c(c2)C(=O)N([C@H](C)CO)C[C@H](C)[C@@H](CN(C)C(=O)NC(C)C)O3)cc1	1.0	19	0	-1	0.2	-9	-1	-11	2	nt	-17
CSC1=C(C#N)C(c2ccccc2Cl)C(C(=O)c2cccs2)C(O)(C(F)(F)F)N1 (stereo not given)	0.9	27	2	-2	-0.5	-1	-4	4	-2	-4	-2
Cn1nc(C(F)(F)F)c(-c2ccccc2)c1NC(=O)c1cccnc1	3.3	8	1	9	0.6	-11	-4	-6	6	-2	9
CCOC(=O)N1CCN(C(=O)c2cc(OC)c(OC)c(OC)c2)CC1	1.3	14	2	3	0.5	-14	2	-5	-4	-2	-11
Cn1c(=O)c2c(nc(CN3CCc4ccccc4C3)n2Cc2ccc(F)cc2)n(C)c1=O	-0.1	1	-5	-3	-2.6	-10	-6	-11	-7	-1	10
O=c1c2nnn(-c3ccc(Cl)cc3)c2ncn1Cc1ccccn1	-1.5	nt	0	-2	-0.8	-2	3	-13	1	-1	6
COc1ccccc1C(=O)Nc1ccc2[nH]ncc2c1	-0.5	-10	-10	6	-0.4	8	1	-2	1	-2	94
Cc1cc(C)c[n+](C[n+]2cc(C)cc(C)c2)c1	0.3	-13	2	-8	1.2	-3	4	-5	2	2	14
